# Source: PubChem
# HIF activator: HIF pathway transcriptional activation; activation, % at 7.5 µM (by protocol); U2OS HRE-luciferase reporter, luminescence; normalized: DMSO 0%, desferrioxamine 100%; AID 1910; hit rate 0.32% among 300,000;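 active = mean activation of at least 10% of the iron chelator positive control signal, with at least half of replicates also reaching 10%; inconclusive = mean and replicate majority disagree about reaching 10%; inactive = mean and most replicates under 10%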
# MrgX1 allo act: human MrgX1 positive allosteric modulation, primary screen; Q96LB2; MrgX1-HEK293, Fluo-4 calcium flux, FDSS; active compounds read high; B-score at 10 µM; hit rate 0.63% among 310,000; AID 588675;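 active = plate-corrected calcium response at least 3 library SD above typical, normal starting fluorescence, not activating the receptor alone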;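 also: compound read alongside a low EC10 to EC30 dose of BAM8-22 agonist; peak minus trough fluorescence over baseline measured at the second addition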
# PolyA inhibitor: yeast polyadenylation inhibition. S. cerevisiae SKY197-pL101 polyadenylation reporter, beta-gal luminescence; efflux-impaired pdr1/pdr3 knockout yeast; score 100 = 6 SD above DMSO. calls only at 12 µM. hit rate 0.02% among 300,000;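 active = lowest replicate activity score at least 50, where 100 means six control SD above control mean; inconclusive = lowest score under 50 but half or more replicates reach 50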;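 also: yeast exposed to compound for 9 h at 30 °C; higher score means more reporter readthrough which indicates perturbed polyadenylation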
# MrgX1 ag: human MrgX1 receptor agonism, primary screen. Q96LB2. MrgX1-HEK293 cells, Fluo-4 calcium fluorescence, agonist mode; active compounds read high. B-score at 10 µM. hit rate 0.44% among 310,000. AID 588627;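 active = calcium response B-score plate-corrected fluorescence ratio at least 3 library SD, with starting fluorescence B-score inside 5 SD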
#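 Material: MrgX1-expressing HEK293 cells / Dosing: compound as first of three additions / Incubation: overnight seeding, then 1 h dark dye loading / Signal: Fluo-4 NW calcium fluorescence / Evaluation: B-scored fluorescence response ratio / Benchmarks: positive and negative control wells on each plate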
# TRPC6 activator: mouse TRPC6 channel activation; Q61143; HEK293-TRPC6 membrane potential dye fluorescence; active compounds read high; B-score at 10 µM; hit rate 0.13% among 310,000;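 active = B-score of the integrated fluorescence ratio above library mean plus 3 SD, and starting fluorescence ratio within library mean plus 5 SD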;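 also: higher score means more depolarization so channel activation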
# TRPC6 inhibitor: mouse TRPC6 channel inhibition | Q61143 | HEK293-TRPC6, membrane potential dye, ACh-evoked depolarization; active compounds read low | B-score at 10 µM | hit rate 1.1% among 310,000 | AID 2553;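 active = B-score under library mean minus 3 SD, initial fluorescence not abnormally high, positive integrated signal ratio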;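 also: B-score derived from integrated fluorescence ratio over the kinetic read; more negative B-score means stronger inhibition of depolarization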
# MrgX1 antagonist: blocks BAM8-22 activation of human MrgX1 receptor; AID 588676; MRGX1-HEK293 calcium flux, Fluo-4, BAM8-22 antagonism; active compounds read low; hit rate 1.3% among 310,000; Q96LB2; B-score at 10 µM;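 active = calcium-response B-score plate-corrected more than 3 library SD below zero, starting fluorescence within 5 deviations, no agonist response on first addition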;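 also: peak minus trough fluorescence over baseline after final BAM8-22 challenge near maximal dose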
# TRPC4 potent: allosteric potentiators of mouse TRPC4 channel | B-score at 10 µM | hit rate 0.42% among 310,000 | Q9QUQ5 | HEK293 TRPC4beta/mu-opioid, DAMGO EC20, Fluo-4 Ca2+ flux; active compounds read high;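 active = B-score of calcium response area above 5 SD of library B-scores, with initial fluorescence ratio within 5 SD of library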;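 also: B-score of integrated fluorescence ratio over time as area under calcium response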
# Target sequence (Q9QUQ5 whole entry, looked up): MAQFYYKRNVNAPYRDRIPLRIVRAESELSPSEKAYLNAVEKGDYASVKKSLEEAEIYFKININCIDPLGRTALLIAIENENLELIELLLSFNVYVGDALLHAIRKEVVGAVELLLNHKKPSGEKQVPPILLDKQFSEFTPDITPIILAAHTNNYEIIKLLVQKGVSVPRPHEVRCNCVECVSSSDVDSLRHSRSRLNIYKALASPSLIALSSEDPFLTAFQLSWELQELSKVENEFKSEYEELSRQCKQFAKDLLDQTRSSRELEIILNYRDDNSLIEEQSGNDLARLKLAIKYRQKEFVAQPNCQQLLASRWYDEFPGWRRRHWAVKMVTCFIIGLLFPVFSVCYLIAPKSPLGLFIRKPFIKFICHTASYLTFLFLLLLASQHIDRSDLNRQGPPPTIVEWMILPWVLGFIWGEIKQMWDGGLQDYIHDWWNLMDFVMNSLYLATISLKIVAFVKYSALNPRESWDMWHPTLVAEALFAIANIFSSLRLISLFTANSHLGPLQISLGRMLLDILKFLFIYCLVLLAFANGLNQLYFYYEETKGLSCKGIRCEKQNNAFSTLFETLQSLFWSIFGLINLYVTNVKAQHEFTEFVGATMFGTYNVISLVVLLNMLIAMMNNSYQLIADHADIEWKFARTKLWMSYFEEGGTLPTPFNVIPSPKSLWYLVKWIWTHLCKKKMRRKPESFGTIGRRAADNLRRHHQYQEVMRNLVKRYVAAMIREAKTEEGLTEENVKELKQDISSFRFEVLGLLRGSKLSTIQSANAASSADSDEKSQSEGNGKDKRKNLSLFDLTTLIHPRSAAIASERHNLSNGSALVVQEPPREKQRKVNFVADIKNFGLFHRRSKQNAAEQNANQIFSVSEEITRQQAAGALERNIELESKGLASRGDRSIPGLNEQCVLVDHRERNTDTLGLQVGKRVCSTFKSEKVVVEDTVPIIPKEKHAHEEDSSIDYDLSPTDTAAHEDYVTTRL
# TRPC4 inh: blocks the mouse TRPC4 cation channel. Q9QUQ5. HEK293 TRPC4beta/mu-opioid, DAMGO-evoked Fluo4 calcium flux; active compounds read low. B-score at 10 µM. hit rate 0.39% among 300,000;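 active = B-score over 3 SD under the library average, no early fluorescence shift, positive overall ratio signal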
#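 Test system – stable TRPC4beta/mu-opioid receptor HEK293 cells · Probe or stimulus – DAMGO, a submaximal dose followed by a maximal one · Dosing – one concentration per compound · Signal – Fluo4 calcium fluorescence by kinetic imaging, 5 s 1 Hz baseline · Evaluation – per-well B score of integrated baseline-normalized Fluo4 ratio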
# AI-2 QS modul: modulates the Vibrio harveyi AI-2 quorum sensing system | activity change, % at 7.5 µM | hit rate 0.4% among 300,000 | Vibrio harveyi JMH597 AI-2 luminescence/OD600 ratio, 9 h; active compounds read low; strain lacks LuxN and CqsS sensors; 0 = neutral-control median; in the data active = activity change below about -75%, passing the limit was not always enough; inconclusive = no clear call, values can overlap the other calls;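 also: luminescence divided by OD600 gain over 9 h not by final OD600 alone; inactives centre near 13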
# TRPC4 act: opens the mouse TRPC4 cation channel | HEK293 TRPC4beta/mu-opioid, Fluo4 calcium fluorescence; active compounds read high | B-score at 10 µM | hit rate 0.49% among 310,000;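 active = B-score above 5 SD of library B-scores, and initial fluorescence ratio not above library mean plus 5 SD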;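 also: positive B-score marks a calcium rise read as TRPC4 activation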
#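 Test system: HEK293 cells stably co-expressing mouse TRPC4beta and mu-opioid receptor | Schedule: Fluo4 dye loading 45 min at room temperature, 110 s recording | Measured by: Kinetic Fluo4 calcium fluorescence, 5 s baseline at 1 Hz | Evaluation: B score of integrated ratio | Controls: Buffer (low) and maximal DAMGO (high)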
# Numbers without * were called inactive; i = inactive; u = inconclusive; x = no result given.
SMILES,HIF activator,MrgX1 allo act,PolyA inhibitor,MrgX1 ag,TRPC6 activator,TRPC6 inhibitor,MrgX1 antagonist,TRPC4 potent,TRPC4 inh,AI-2 QS modul,TRPC4 act
CCCSc1nc(NCc2ccco2)c2c3c(sc2n1)COC(C)(CC)C3 (stereo unspecified),0.6,i,i,i,i,i,i,i,i,6,i
COC(c1ccccc1)c1nnc(CCC(=O)NC2C3CC4CC(C3)CC2C4)o1 (stereo unspecified),0.2,i,i,i,i,i,i,i,i,4,i
O=C(Nc1ccccc1)OCc1cncs1,0.2,i,i,i,i,i,i,i,i,28,i
O=C(NCCSc1c[nH]c2ccccc12)c1ccc2c(c1)OCO2,0.2,i,i,i,i,i,i,i,i,29,i
CCOC(=O)c1c(NC(=O)CSc2ncn[nH]2)sc(C(C)=O)c1C,0.2,i,i,i,i,i,i,i,i,14,i
Cc1ccc(-n2nnnc2-c2ccccc2Br)cc1,0.2,i,i,i,i,i,i,i,i,-11,i
COc1ccccc1/C=N/NC(=O)c1c(-c2ccccc2)noc1C,0.3,i,i,i,i,i,i,i,i,-3,i
CCOC(=O)C1=C(C)OC(N)=C(C#N)C1c1cccc(C)c1 (stereo unspecified),0.6,i,i,i,i,i,i,i,i,12,i
Cc1ccc(Cl)c(OCCN2CCc3ccccc3C2)c1,-0.3,i,i,i,i,i,i,i,i,22,i
Cc1cc(OCCn2cnc3ccccc3c2=O)cc(C(C)C)c1,3.1,i,i,i,i,i,i,i,i,11,i
Clc1cccc(N2CCN(c3nnnn3-c3ccccc3)CC2)c1,-0.3,i,i,i,i,i,i,i,i,0,i
Cc1csc(NC(=O)C2CCCN2C(=O)OCC(C)C)n1 (stereo unspecified),-0.1,i,i,i,i,i,i,i,i,14,i
N/C(=N\OC(=O)CCCCCN1C(=O)c2ccccc2C1=O)c1ccccc1,2.1,i,i,i,i,i,i,i,i,26,i
CC(=O)Nc1ccc(C(=O)N/N=C/C2CC3C=CC2C3)cc1 (stereo unspecified),-1.8,i,i,i,i,i,i,i,i,-6,i
CCOC(=O)NC(=O)CSc1nnnn1-c1ccc(C)cc1,-1.1,i,i,i,i,i,i,i,i,6,i
COC(=O)c1ccc(C)c(NC(=O)Cn2cnc3ccccc3c2=O)c1,-0.3,i,i,i,i,i,i,i,i,-86*,i
O=C(Nc1ccc(Br)cc1)c1ccc(N2C(=O)C3CC=CCC3C2=O)cc1 (stereo unspecified),0.3,i,i,i,i,i,i,i,i,22,i
O=C(NCc1ccccc1)C1CCC(CNc2c(N3CCCCC3)c(=O)c2=O)CC1 (stereo unspecified),-0.1,i,i,i,i,i,i,i,i,6,i
CCOC(=O)c1sc(NC(=O)c2cccc(S(=O)(=O)N(CC)CC)c2)cc1C,-0.1,i,i,i,i,i,i,i,i,-4,i
O=C(O)c1ccccc1NS(=O)(=O)c1cccc2nsnc12,-9.9,i,i,i,i,i,i,i,i,19,i
Cc1ccc(OCC(=O)N/N=C/c2c[nH]c3ccccc23)c([N+](=O)[O-])c1,x,i,i,i,i,i,i,i,i,9,i
CCOc1ccc(CNC(=O)CCC(=O)n2nc(C)c3ccccc32)cc1,0.0,i,i,i,i,i,i,i,i,14,i
Cc1ccccc1C(=O)NCCNC(=O)c1ccccn1,-0.4,i,i,i,i,i,i,i,i,18,i
COc1ccc(-c2nc(C#N)c(N3CCC(C(N)=O)CC3)o2)cc1,-0.3,i,i,i,i,i,i,i,i,2,i
N#Cc1ccccc1Sc1ccccc1C(=O)OCc1nnc(-c2ccccc2)o1,0.1,i,i,i,i,i,i,i,i,7,i
# (list continues)
SMILES,HIF activator,MrgX1 allo act,PolyA inhibitor,MrgX1 ag,TRPC6 activator,TRPC6 inhibitor,MrgX1 antagonist,TRPC4 potent,TRPC4 inh,AI-2 QS modul,TRPC4 act
Cc1ccc(CNC(=O)Cn2cc(C(F)(F)F)ccc2=O)cc1,0.4,i,i,i,i,i,i,i,i,3,i
CC(C)c1ccc(/C=C/C(=O)Nc2nncs2)cc1,0.0,i,i,i,i,i,i,i,i,21,i
O=[N+]([O-])c1ccc(/C=N/NC(=S)Nc2ccccc2F)o1,1.1,i,i,i,i,i,i,i,i,u,i
Nc1ccc[n+](Cc2ccccn2)c1,-0.5,i,i,i,i,i,i,i,i,43,i
O=C(COC(=O)/C=C/c1ccccc1)NCC1CCCO1 (stereo unspecified),0.0,9.8*,i,i,i,i,i,i,i,23,i
CCOC(=O)C1CCCN(C2=NC(=O)/C(=C/c3ccc(OC)cc3OC)S2)C1 (stereo unspecified),-0.8,i,i,i,i,i,i,i,i,41,i
CN(C(=O)CCS(=O)(=O)c1ccc2c(c1)oc(=O)n2C)C1CCCCC1,-0.1,i,i,i,i,i,i,i,i,12,i
O=C(Nc1ccc(OCC(=O)N2CCOCC2)cc1)c1cncc(Br)c1,1.1,i,i,i,i,i,i,i,i,23,i
COc1ccc(-c2cn(Cc3ccc([N+](=O)[O-])cc3)nn2)cc1,0.9,i,i,i,i,i,i,i,i,-55,i
CCOc1cc(N2CCOCC2)c(OCC)cc1NC(=O)C1=NN(c2cccc(C)c2)C(=O)CC1,-1.3,i,i,i,i,i,i,i,i,14,i
O=c1[nH]c(Nc2ccc3c(c2)OCCO3)nnc1Cc1ccccc1,-0.2,i,i,i,i,i,i,i,i,6,i
CC(=O)C1=C(O)C(=O)N(c2ccc(Br)cn2)C1c1ccc(F)cc1 (stereo unspecified),0.2,i,x,i,i,i,i,i,i,33,i
COc1ccc(N2CC(C(=O)Nc3c4c(nn3-c3ccc(OC)cc3)CS(=O)(=O)C4)CC2=O)cc1 (stereo unspecified),-0.4,i,i,i,i,i,i,i,i,3,i
COc1ccc(OC)c(NC(=O)CSc2nc3scc(C)c3c(=O)[nH]2)c1,-0.2,i,i,i,i,i,i,i,i,22,i
COc1ccc(CCNC(=O)C2CCN(C(=O)c3ccccc3C)CC2)cc1,0.4,i,i,i,i,i,i,i,i,6,i
Cc1ccc(C)c(NC(=O)C2CC=CCC2C(=O)O)c1 (stereo unspecified),-0.3,i,i,i,i,i,i,i,i,-2,i
CCOc1ccc(N=Nc2c(=O)[nH]n3c(=O)cc(C)[nH]c23)cc1,0.1,i,i,i,i,i,i,i,i,28,i
Cc1ccc(S(=O)(=O)Cn2nnnc2C(CC(C)C)N2CCN(C(=O)c3ccco3)CC2)cc1 (stereo unspecified),0.4,i,i,i,i,i,i,i,i,22,i
OCCCNc1nc(-c2ccc(Br)cc2)nnc1-c1ccc(Cl)cc1,0.1,i,i,i,i,i,i,i,i,-5,i
O=C(CN1CCOCC1)Nc1nc2ccc([N+](=O)[O-])cc2s1,0.0,i,i,i,i,i,i,i,i,13,i
CC(C)(CC(=O)O)CC(=O)Nc1ccc2c(c1)ncn2CCc1ccccc1,-0.2,i,i,i,i,i,i,i,i,12,i
COc1ccc(N(C(=O)c2ccco2)C(C(=O)NC2CCCC2)c2ccc(N(C)C)cc2)cc1OC (stereo unspecified),0.0,i,i,i,i,i,i,i,i,8,i
COc1cccc(/C=c2\s/c(=C/C(=O)c3ccc(C)cc3)[nH]c2=O)c1OC,0.2,i,i,i,i,i,i,i,i,12,i
CC(C)Oc1ccc(/C=C(\NC(=O)/C=C/c2ccco2)C(=O)NCCc2nc3ccccc3[nH]2)cc1,-0.3,i,i,i,i,i,i,i,i,9,i
O=C(c1ccco1)c1cn[nH]c1-c1ccc(Cl)cc1O,-0.1,i,i,i,i,i,i,i,x,11,i
# Later entries
SMILES,HIF activator,MrgX1 allo act,PolyA inhibitor,MrgX1 ag,TRPC6 activator,TRPC6 inhibitor,MrgX1 antagonist,TRPC4 potent,TRPC4 inh,AI-2 QS modul,TRPC4 act
C/C(=N\Nc1nncc2ccccc12)c1ccc(Cl)c([N+](=O)[O-])c1,-1.4,i,i,i,i,i,i,i,i,10,i
O=C(O)c1ccc(/C=C2\SC(=S)N(NC(=O)c3ccc(Br)cc3)C2=O)cc1,-0.2,i,i,i,i,i,i,i,i,30,i
CC(=O)c1ccc(NS(=O)(=O)c2ccc(CC(C)C)cc2)cc1,-0.1,i,i,i,i,i,i,i,i,26,i
CCOC(=O)c1c(C)[nH]c(C(=O)CSc2nnc(CC(C)c3ccccc3)o2)c1C (stereo unspecified),-0.1,i,x,i,i,i,i,i,i,-3,i
Cc1ccc(S(=O)(=O)CCc2ccncc2)cc1,-0.1,i,i,i,i,i,i,i,i,8,i
Cc1ccccc1CNC(=O)Nc1ccc(Cl)cc1,2.1,i,i,i,i,i,i,i,i,3,i
COc1cc(OC)c(OC)cc1CNCCSc1nnnn1C,-0.5,i,i,i,i,i,i,i,i,21,i
O=C(COc1ccccc1[N+](=O)[O-])N1CCCc2ccccc21,-25,i,i,i,i,i,i,i,i,31,i
CC(OC(=O)c1ccc2c(=O)n3c(nc2c1)CCC3)C(N)=O (stereo unspecified),-0.4,i,i,i,i,i,i,i,i,1,i

# 5 entries drawn at random from the list so far, as already listed:
SMILES,HIF activator,MrgX1 allo act,PolyA inhibitor,MrgX1 ag,TRPC6 activator,TRPC6 inhibitor,MrgX1 antagonist,TRPC4 potent,TRPC4 inh,AI-2 QS modul,TRPC4 act
Cc1ccc(S(=O)(=O)CCc2ccncc2)cc1,-0.1,i,i,i,i,i,i,i,i,8,i
O=C(O)c1ccc(/C=C2\SC(=S)N(NC(=O)c3ccc(Br)cc3)C2=O)cc1,-0.2,i,i,i,i,i,i,i,i,30,i
CC(OC(=O)c1ccc2c(=O)n3c(nc2c1)CCC3)C(N)=O (stereo unspecified),-0.4,i,i,i,i,i,i,i,i,1,i
CC(=O)c1ccc(NS(=O)(=O)c2ccc(CC(C)C)cc2)cc1,-0.1,i,i,i,i,i,i,i,i,26,i
CCOC(=O)c1c(C)[nH]c(C(=O)CSc2nnc(CC(C)c3ccccc3)o2)c1C (stereo unspecified),-0.1,i,x,i,i,i,i,i,i,-3,i

# Some of the compounds tested. The share of hits here may be higher or lower than overall.
